High-throughput results (PubChem)
F-actin modifier: modifiers of cytoskeleton assembly | inhibition, % at 2 µM | AID 836 | 0.18% of 91,000 active | HUVEC TNFa F-actin phalloidin imaging, high content;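 active means inhibition above the batch mean plus 3 SD and confirmed as a hit by visual image inspection, cut at about 30% in these data, passing the limit was not always enough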; further: strong numbers were not always called active
HUVEC tox TNFa: toxic to HUVEC cells under TNF alpha stimulation | HUVEC TNFalpha-stimulated, Hoechst cell count, imaging | cell count reduction, % at 2 µM | 0.17% of 93,000 active | AID 848;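 active means cell count reduction exceeding the screen mean by over 5 SD, scaled to untreated wells per plate, cut at about 78% in these data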;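 further: cells counted after 24 h of TNF alpha exposure following the 1 h pretreatment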
H69AR inhibit: growth inhibitors of human H69AR lung tumor cells; AID 598; 6% of 85,000 active; viability, % at 10 µM; H69AR lung tumor viability, ATP luminescence, 72 h; active compounds read low;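 active means viability at or below 40%; inactive means viability above 40%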;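 further: multidrug resistant small cell line overexpressing MRP-1 efflux transporter; 100% = mean luminescence of untreated control wells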
HUVEC prolif 384: human endothelial cell proliferation inhibition; HUVEC proliferation, CellTiter-Glo luminescence, 72 h; active compounds read low; viability, % at 10 µM (by protocol); 1.1% of 86,000 active; AID 648;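 active means viability at or below 30%; inactive means viability above 30%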;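 further: 100% = median luminescence of DMSO-only cell control wells on each plate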
Lung fibro prol: blocks proliferation of human lung fibroblasts. LL 47 human lung fibroblast viability, ATP luminescence; active compounds read low. viability, % at 10 µM. 1.1% of 85,000 active;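 active means viability at or below 50% in the single dose screen; inactive means viability above 50%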;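 further: compound exposure lasted 72 h before the ATP readout; 100% = median luminescence of untreated cell-only wells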
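Material: human LL 47 lung fibroblast cells; quantity: 1,150 cells/well; medium: IMEM plus 15% FBS; doses: 0.1% DMSO in all compound wells; timing: overnight attachment after seeding, then 72 h compound exposure at 37 °C; detection: CellTiter-Glo luminescence; measure: % viability of median cell-only signal; controls: cell-only wells, no compound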
IL1B cytotox: toxic to HUVEC cells under IL-1B stimulation; 0.41% of 94,000 active; HUVEC cell count loss, Hoechst imaging, IL-1B stimulated; cell count reduction, % at 2 µM;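 active means cell count reduction more than 3 SD above the screen-wide mean, cut at about 70% in these data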;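 further: normalized per plate to untreated control cells as the no-loss baseline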
Smad3 inh: inhibitors of human Smad3 transcription factor binding. P84022. TR-FRET Smad3/Dy647-FoxH1 peptide binding, europium anti-His. inhibition, % at 25 µM. 0.29% of 88,000 active. AID 630;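 active means compounds that reduce the energy-transfer binding signal between the protein and its labelled peptide by more than half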;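 further: 0% = Smad3 plus labelled peptide maximal FRET and 100% = peptide-only background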
PTK2B oligo ant: blocks oligomerization of human Pyk2 in cells; AID 1347419; 0.83% of 99,000 active; z-score (the deposit names both 25 µM and 10 µM); Q293 cells, Pyk2 FERM NanoBiT luminescence; active compounds read low; Q14289;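 active means Z-score of -3 or lower, scaled per plate to the spread of control and sample wells; inactive means z-score above -3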;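 further: negative z-score means lost luminescence so less FERM oligomerization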
Target sequence (Q14289 whole entry, looked up): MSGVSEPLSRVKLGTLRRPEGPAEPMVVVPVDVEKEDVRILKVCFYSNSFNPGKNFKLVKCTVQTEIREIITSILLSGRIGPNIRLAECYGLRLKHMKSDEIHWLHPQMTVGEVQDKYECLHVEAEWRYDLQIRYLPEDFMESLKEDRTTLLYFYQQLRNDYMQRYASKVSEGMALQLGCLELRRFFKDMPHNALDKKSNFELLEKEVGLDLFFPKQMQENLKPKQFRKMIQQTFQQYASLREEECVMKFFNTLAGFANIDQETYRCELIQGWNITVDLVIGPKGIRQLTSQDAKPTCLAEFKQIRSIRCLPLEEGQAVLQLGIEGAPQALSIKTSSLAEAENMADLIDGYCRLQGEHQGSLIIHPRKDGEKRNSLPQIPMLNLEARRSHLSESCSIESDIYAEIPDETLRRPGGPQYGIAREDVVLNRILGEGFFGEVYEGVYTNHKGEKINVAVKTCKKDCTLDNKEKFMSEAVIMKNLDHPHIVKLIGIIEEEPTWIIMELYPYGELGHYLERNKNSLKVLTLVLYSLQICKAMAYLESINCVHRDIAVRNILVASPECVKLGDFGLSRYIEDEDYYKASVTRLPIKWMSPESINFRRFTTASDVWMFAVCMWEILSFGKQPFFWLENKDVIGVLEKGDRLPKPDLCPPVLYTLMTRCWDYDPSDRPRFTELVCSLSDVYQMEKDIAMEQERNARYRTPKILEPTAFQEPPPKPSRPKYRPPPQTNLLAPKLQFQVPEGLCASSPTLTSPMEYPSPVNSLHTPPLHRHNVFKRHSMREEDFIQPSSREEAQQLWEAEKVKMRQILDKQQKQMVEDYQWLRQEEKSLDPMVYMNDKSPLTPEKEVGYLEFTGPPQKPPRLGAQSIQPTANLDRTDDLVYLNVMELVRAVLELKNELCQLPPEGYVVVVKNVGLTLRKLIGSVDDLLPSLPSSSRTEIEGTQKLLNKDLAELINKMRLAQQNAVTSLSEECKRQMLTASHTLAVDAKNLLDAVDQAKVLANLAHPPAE
VCAM1 TNFa inh: reduces TNF alpha induced VCAM1 expression in HUVEC; inhibition, % at 2 µM; 0.48% of 95,000 active; HUVEC TNFa-induced VCAM-1 immunofluorescence, high-content imaging;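 active means inhibition above the batch mean plus 3 SD, with images confirmed as a hit by eye, cut at about 37% in these data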;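 further: 0% = TNF-stimulated DMSO wells and 100% = unstimulated control wells; not every result past the cut was called active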
Active calls of the source: *; / = no result given; [ ] = remark or other dose.

SMILES	F-actin modifier	HUVEC tox TNFa	H69AR inhibit	HUVEC prolif 384	Lung fibro prol	IL1B cytotox	Smad3 inh	PTK2B oligo ant	VCAM1 TNFa inh
COc1ccccc1C(=O)NCCC(=O)N1CC(=O)Nc2ccccc21	-7	-26	104	95	101	5	13[fluorescence artefact?]	0.07	14
O=C(COc1c(F)c(F)c(C(F)(F)F)c(F)c1F)Nc1ccc(N2CCOCC2)c(Cl)c1	36	-13	81	107	102	-29	10	-0.5	5
O=C(CSc1nnc(C2CC2)n1Cc1ccccc1)c1cc2ccccc2o1	-59	7	70	105	91	-12	6	0.76	0
O=C(Nc1ccc(Br)c2cccnc12)c1ccc(Cn2cc(Cl)cn2)o1	/	/	73	53	109	/	-24	/	/
c1ccc(CNc2cnccn2)cc1	-6	-4	/	/	/	-18	/	1.1	4
Cc1cccc(CCN(Cc2cc3cccc(C)c3[nH]c2=O)C(=O)N2CCOCC2)c1	24	-47	87	97	94	14	8	-1.4	1
Cn1c(=O)c2c(ncn2CC(N)=O)n(C)c1=O	-44	-3	/	90	102	22	-3	0.91	3
Cc1cc2cc(NC(=O)c3ccco3)ccc2[nH]1	2	-5	85	106	114	-11	11	-1	-40
Cn1nnc(NC(=O)c2ccccc2F)n1	28	-22	94	107	96	-2	-3	-0.7	-2
CC(c1ccco1)N(C(=O)c1ccc(C#N)cc1)c1ccccn1 (stereo not drawn)	-4	-27	/	/	/	-31	/	0.6	2
CCS(=O)(=O)n1nc(-c2ccccc2)nc1SCc1ccccc1	/	/	104	74	86	-14	-7	-0.97	/
CC1(C)Cc2c(sc3nn[nH]c(=O)c23)CO1	-31	-12	107	106	108	-11	-11	0.1	1
O=C(c1ccco1)N1CCN(c2ncnc3c2[nH]c2ccc(Br)cc23)CC1	-18	-30	38*	67	81	-30	5	1.3	1
COc1ccc(C(CNC(=O)Cn2[nH]c(=O)c3ccccc3c2=O)N2CCCC2)cc1 (stereo not drawn)	-19	2	96	94	104	-7	15	0.65	3
COc1ccc(NC2=Nc3cccc4cccc2c34)cc1OC	14	-1	/	/	/	-37	/	-0.53	-5
Cc1cccc(N2C(=O)CC(Sc3nc(-c4ccccc4)c4cc(Cl)ccc4n3)C2=O)c1 (stereo not drawn)	-6	0	/	/	/	10	/	-2.1	-21
c1ccc(-c2nc3nc4ccccc4nc3n2Cc2ccco2)cc1	-26	-7	45	93	96	34	8	0.33	6
N#Cc1cc2c(nc1SC1CCCCC1O)CCCC2 (stereo not drawn)	-10	-19	86	96	96	-3	93*	0.15	4
CCN(CC)S(=O)(=O)c1ccc(NC(=O)COC(=O)c2ccc(Br)o2)cc1	6	-17	88	108	98	-9	-10	0.23	12
CCN(CC)S(=O)(=O)c1ccc(C(=O)NCc2n[nH]c(=S)n2Cc2ccccc2)cc1	-14	-3	/	/	/	-1	/	1.1	-11
CCOC(=O)c1c(N)sc(C(O)(C(F)(F)F)C(F)(F)F)c1-c1ccc(OC)cc1OC	-9	-6	82	95	83	-14	-3	-2.9	12
CCOc1ccccc1-c1nnc(SCC(=O)NC2CC3CCC2C3)n1CC (stereo not drawn)	7	-4	86	80	91	10	-1	0.02	0
CC(=O)N1N=C(c2ccncc2)OC12CCCCC2	-2	3	99	103	108	-16	8	1.5	13
Cc1cc2oc(=O)cc(C)c2c(=O)o1	9	-30	95	100	101	-32	2	1.2	8
Cc1cc(C)cc(NC(=O)c2nccnc2C(=O)O)c1	-4	-2	99	104	103	3	-3	/	6

Reprinted from above, 11 compounds:
SMILES	F-actin modifier	HUVEC tox TNFa	H69AR inhibit	HUVEC prolif 384	Lung fibro prol	IL1B cytotox	Smad3 inh	PTK2B oligo ant	VCAM1 TNFa inh
CC(c1ccco1)N(C(=O)c1ccc(C#N)cc1)c1ccccn1 (stereo not drawn)	-4	-27	/	/	/	-31	/	0.6	2
CCS(=O)(=O)n1nc(-c2ccccc2)nc1SCc1ccccc1	/	/	104	74	86	-14	-7	-0.97	/
CC1(C)Cc2c(sc3nn[nH]c(=O)c23)CO1	-31	-12	107	106	108	-11	-11	0.1	1
O=C(c1ccco1)N1CCN(c2ncnc3c2[nH]c2ccc(Br)cc23)CC1	-18	-30	38*	67	81	-30	5	1.3	1
COc1ccc(C(CNC(=O)Cn2[nH]c(=O)c3ccccc3c2=O)N2CCCC2)cc1 (stereo not drawn)	-19	2	96	94	104	-7	15	0.65	3
COc1ccc(NC2=Nc3cccc4cccc2c34)cc1OC	14	-1	/	/	/	-37	/	-0.53	-5
Cc1cccc(N2C(=O)CC(Sc3nc(-c4ccccc4)c4cc(Cl)ccc4n3)C2=O)c1 (stereo not drawn)	-6	0	/	/	/	10	/	-2.1	-21
c1ccc(-c2nc3nc4ccccc4nc3n2Cc2ccco2)cc1	-26	-7	45	93	96	34	8	0.33	6
N#Cc1cc2c(nc1SC1CCCCC1O)CCCC2 (stereo not drawn)	-10	-19	86	96	96	-3	93*	0.15	4
CCN(CC)S(=O)(=O)c1ccc(NC(=O)COC(=O)c2ccc(Br)o2)cc1	6	-17	88	108	98	-9	-10	0.23	12
CCN(CC)S(=O)(=O)c1ccc(C(=O)NCc2n[nH]c(=S)n2Cc2ccccc2)cc1	-14	-3	/	/	/	-1	/	1.1	-11

(cont.)
SMILES	F-actin modifier	HUVEC tox TNFa	H69AR inhibit	HUVEC prolif 384	Lung fibro prol	IL1B cytotox	Smad3 inh	PTK2B oligo ant	VCAM1 TNFa inh
CN(C)CCOc1nc(-c2ccccc2)nc2c1oc1ccccc12	-1	-23	2.3*	4.4*	30*	8	-4	0.1	-2
CN(C)CCCNC(=O)c1ccc(CN(c2ccccc2)S(C)(=O)=O)cc1	/	/	93	97	100	/	5	-0.09	/
Cc1cnc(NC(=O)CSc2nc3ccccc3s2)s1	-13	13	97	94	106	17	-1	-0.09	-7
O=C1CCC(=O)N1c1ccc(CSc2nc3ccccc3[nH]2)cc1	0	-39	105	84	/	-20	-5	0.75	-6
FC(F)C(F)(F)C1=CC(c2cccs2)=NCCN1	15	-36	80	87	96	-26	-5	0.02	16
O=C(CC1CCCCC1)N1CCN(c2ccccn2)CC1	4	-5	99	102	101	7	-7	0.35	2
O=C(CSc1ccccn1)N1CCN(c2ccccc2)CC1	4	/	91	105	90	8	0	-0.16	0
O=C(Cn1cnc2ccccc21)OCC(=O)N1CCc2ccccc2C1	/	/	97	112	106	/	2	0.13	/
COC(=O)/C=C1\C(=O)N(c2nc3ccccc3s2)C(=S)N1c1ccc(F)cc1	1	3	46	64	50*	-9	6	-1.1	-9
C=CCN1C(=O)C2C(C(=O)NC3CCCCC3)C3C=CC2(O3)C1C(=O)NC1CCCC1 (stereo not drawn)	-14	0	92	102	101	90*	4	1.1	-21
Cc1ccc2cc(C(c3nnnn3C(C)(C)C)N3CCCCCC3)c(=O)[nH]c2c1 (stereo not drawn)	5	/	/	94	90	-32	9	1.4	/
CC(C)OCCCNC(=O)CCc1nc(-c2ccccc2)no1	/	/	99	93	99	/	-4	0.45	/
Cc1cc(C)nc(SCc2nnc(SCC(=O)Nc3nccs3)n2C)n1	-6	-5	95	100	100	-8	-2	2	-3
Cc1cc(C)n(-c2cccc(Cl)c2)c(=O)c1C#N	7	-12	106	103	93	-19	-1	0.28	16
N#C/C(=C(/O)CSc1ccccc1C(=O)O)c1nc2ccccc2s1	10	1	/	/	/	1	/	0.68	-16
CC(=O)Nc1nc(-c2ccccc2)nc(-c2ccccc2OC(C)=O)n1	/	/	24*	45	/	/	-4	-1.5	/
CN(C)c1ccc(C2N(c3ccc(F)cc3)C(=O)C3CCCN32)cc1 (stereo not drawn)	7	-20	93	92	100	8	12	/	13
COC(=O)c1[nH]c2ccccc2c1NC(=O)CNC1CCCCC1	-3	1	/	/	/	-4	/	-1	-11
Cc1ccc(C(C(=O)NC2CCCCC2)N2CCN(C(=O)c3ccco3)CC2)cc1 (stereo not drawn)	-14	17	89	83	94	-2	1	0.12	14
COc1ccc(-n2nc(C(=O)Nc3ccc4c(c3)OCO4)c3ccccc3c2=O)c(OC)c1	/	/	7.0*	72	94	/	10	-1.2	/
C/C(=N\O)C(=O)C(CN1CCCCC1)CN1CCCCC1	-17	-8	0.4*	74	15*	11	-12	-0.94	18
Cc1ccc(-c2nnn(CC(=O)N3CCCCC3)n2)c(-n2cnnn2)c1	6	-37	100	98	95	-21	10	0.52	5
O=C(c1cnn2cccnc12)N1CCN(Cc2ccc3c(c2)OCO3)CC1	10	-6	104	91	122	/	2	-0.56	16
Cc1noc(C)c1COC(=O)c1cc(F)c(F)cc1Cl	13	-21	103	116	102	8	-1	0.48	-3
CC(=O)c1c(N=CN(C)C)nc(C)nc1-c1ccccc1	/	-27	94	102	95	-4	0	0.93	-2
SMILES	F-actin modifier	HUVEC tox TNFa	H69AR inhibit	HUVEC prolif 384	Lung fibro prol	IL1B cytotox	Smad3 inh	PTK2B oligo ant	VCAM1 TNFa inh
COc1ccc(S(=O)(=O)N(CC(=O)N/N=C/c2cccs2)c2cc(C)cc(C)c2)cc1OC	32	-39	/	/	/	-3	/	-3*	10
COc1cc(COc2ccc3c(C)c(Cc4ccccc4)c(=O)oc3c2C)cc(OC)c1OC	0	-5	/	/	/	7	/	0.84	3
Cc1ccc2cc3cc(C(=O)N4CCCCCC4)oc3nc2c1	-5	-12	/	/	/	-14	/	-0.72	-9
Cc1ccc(-n2c(C)nn(-c3ncc(C(F)(F)F)cc3Cl)c2=O)cc1	4	-1	92	107	99	14	8	0.69	-11
CCN(CC)S(=O)(=O)c1ccc(Cc2ncc(C(F)(F)F)cc2Cl)s1	/	-34	79	108	94	-10	-15	0.73	-1
CCc1nccn1S(=O)(=O)c1cc(C)c(OC)cc1C	21	-4	107	102	99	3	8	0.86	-17
Cc1ccc(C)c(N2CCN(C(=O)c3cc(S(=O)(=O)N4CCOCC4)ccc3F)CC2)c1	/	/	75	93	102	/	-7	/	/
Nc1nc2n(n1)C(c1ccc(F)cc1)CC(c1ccc(F)cc1)N2 (stereo not drawn)	48	-28	99	100	101	0	-2	0.95	-22
Cc1nc2cc(NC(=O)N3CCCCC3)ccc2n1C	0	/	87	92	93	-16	-13	-1.1	0
Cc1cc(C)c(NC(=O)NC(=O)c2ccc(F)cc2)c(C)n1	-62	-14	94	112	104	-77	3	0.46	4
O=C(Oc1ccccc1N1C(=O)CCC1=O)c1ccco1	/	/	99	89	105	-11	2	1	/
O=C(O)CCCNc1cc(N2CCC3(CC2)OCCO3)c2noc3c2c1C(=O)c1ccccc1-3	/	-19	72	98	97	-55	98*[fluorescence artefact?]	/	20
Cc1sc2nc3n(c(=O)c2c1C)NC(=O)CC3	5	5	79	90	105	0	3	0.26	2
CN(/N=C/c1ccncc1)c1cnn(-c2ccc(F)c(Cl)c2)c(=O)c1Cl	-2	-8	/	/	/	-31	/	0.54	-4
Clc1ccc(OCCN2CCOCC2)cc1Cl	20	-8	84	101	105	-10	0	1.4	-9
CCC(C)(C)n1nnnc1CN(Cc1cc2cc(OC)ccc2[nH]c1=O)C1CCCC1	8	-29	67	86	88	-14	12	-0.11	12
CC(Sc1ccc(Cl)cc1)C(=O)NCc1ccc2c(c1)OCO2 (stereo not drawn)	3	-12	100	99	106	-42	-11	0.09	5

Only part of the results is shown; the hit share may differ from the screen's.
